Bioassay records (PubChem)
KB-V1 MDR tox = kills drug-selected multidrug resistant KB-V1 cells; KB-V1 MDR cells viability, CellTiter-Glo, 72 h; Potency, µM (doses to about 46.1 µM), without a hit: at the top dose activity change, negative = cytotoxicity, most hits filed as cytotoxic; 400,000 compounds, 3.4% hits; note: potency is the fitted concentration of half-maximal effect; % is set by controls: 0 for no effect and ±100 for the full control effect; nearly all actives have a fitted effect of over 60% in size
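qHTS viability screen in drug-selected KB-V1 MDR cells: 72 h compound treatment at 37 degrees C, ATP luminescence end point.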
HT1080 IDH1KD tx = toxicity to HT-1080 IDH1 knockdown cells (counter line). AID 686971. 360,000 compounds, 2% hits. HT-1080 IDH1 knockdown viability, ATP luminescence, 48 h. Potency, µM (top dose mostly 46.1 µM), inactives show top-dose activity, negative = toxicity, usual class: cytotoxic;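 note: potency is the fitted concentration of half-maximal effect; 0% = DMSO wells and -100% = cell-free medium wells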
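% activity derives from luminescence (CellTiter-Glo), normalised to DMSO and no-cell wells. HT-1080-IDH1KD cells, 750/well, had 48 h compound exposure at 37 °C.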
HT1080-NT tox = kills 2HG-producing HT-1080-NT fibrosarcoma cells. AID 686970. 360,000 compounds, 1.6% hits. HT-1080-NT fibrosarcoma viability, CellTiter-Glo ATP luminescence, 48 h. Potency, µM (doses to about 46.1 µM), inactives show at the highest dose activity, negative = less viability, usual class: cytotoxic;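 note: NT is the 2HG producing partner of a matched IDH1 knockdown line; potency is the fitted concentration of half-maximal effect; 0% = DMSO-treated cells and -100% = media-only wells without cells; nearly all actives have a fitted effect of over 55% in size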
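A 48-hour cytotoxicity screen used HT-1080-NT cells plated 2 hours before compound delivery. ATP-based CellTiter-Glo luminescence measured viability, normalized to DMSO and no-cell controls.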
ATXN2 expr inh = inhibitors of ATXN2 expression | Potency, µM (doses to about 57 µM), without a hit: at the top dose activity change, negative = inhibition, most hits filed as inhibitors | AID 1745845 | 360,000 compounds, 0.72% hits | HEK-293 ATXN2-luciferase reporter, luminescence, 24 h; note: potency is the fitted concentration of half-maximal effect; % is set by controls: 0 for no effect and ±100 for the full control effect; nearly all actives have a fitted effect of over 55% in size
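ATXN2-luciferase reporter cells (luciferase flanked by upstream and downstream ATXN2 gene portions) were treated 24 h at 37 °C with compounds at up to 57 uM. SteadyGlo luminescence gave expression; GF-AFC fluorescence gave viability.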
WRN helicase inh = WRN helicase (human) inhibition | Q14191 | WRN helicase unwinding, fluorescent forked duplex, kinetic | Potency, µM (doses to about 114 µM), inactives show at the highest dose activity change, negative = inhibition, actives largely listed as inhibitors | 360,000 compounds, 0.46% hits; note: potency is the fitted concentration of half-maximal effect; % is set by controls: 0 for no effect and ±100 for the full control effect; nearly all actives have a fitted effect of over 55% in size
Target sequence (Q14191 whole entry, looked up): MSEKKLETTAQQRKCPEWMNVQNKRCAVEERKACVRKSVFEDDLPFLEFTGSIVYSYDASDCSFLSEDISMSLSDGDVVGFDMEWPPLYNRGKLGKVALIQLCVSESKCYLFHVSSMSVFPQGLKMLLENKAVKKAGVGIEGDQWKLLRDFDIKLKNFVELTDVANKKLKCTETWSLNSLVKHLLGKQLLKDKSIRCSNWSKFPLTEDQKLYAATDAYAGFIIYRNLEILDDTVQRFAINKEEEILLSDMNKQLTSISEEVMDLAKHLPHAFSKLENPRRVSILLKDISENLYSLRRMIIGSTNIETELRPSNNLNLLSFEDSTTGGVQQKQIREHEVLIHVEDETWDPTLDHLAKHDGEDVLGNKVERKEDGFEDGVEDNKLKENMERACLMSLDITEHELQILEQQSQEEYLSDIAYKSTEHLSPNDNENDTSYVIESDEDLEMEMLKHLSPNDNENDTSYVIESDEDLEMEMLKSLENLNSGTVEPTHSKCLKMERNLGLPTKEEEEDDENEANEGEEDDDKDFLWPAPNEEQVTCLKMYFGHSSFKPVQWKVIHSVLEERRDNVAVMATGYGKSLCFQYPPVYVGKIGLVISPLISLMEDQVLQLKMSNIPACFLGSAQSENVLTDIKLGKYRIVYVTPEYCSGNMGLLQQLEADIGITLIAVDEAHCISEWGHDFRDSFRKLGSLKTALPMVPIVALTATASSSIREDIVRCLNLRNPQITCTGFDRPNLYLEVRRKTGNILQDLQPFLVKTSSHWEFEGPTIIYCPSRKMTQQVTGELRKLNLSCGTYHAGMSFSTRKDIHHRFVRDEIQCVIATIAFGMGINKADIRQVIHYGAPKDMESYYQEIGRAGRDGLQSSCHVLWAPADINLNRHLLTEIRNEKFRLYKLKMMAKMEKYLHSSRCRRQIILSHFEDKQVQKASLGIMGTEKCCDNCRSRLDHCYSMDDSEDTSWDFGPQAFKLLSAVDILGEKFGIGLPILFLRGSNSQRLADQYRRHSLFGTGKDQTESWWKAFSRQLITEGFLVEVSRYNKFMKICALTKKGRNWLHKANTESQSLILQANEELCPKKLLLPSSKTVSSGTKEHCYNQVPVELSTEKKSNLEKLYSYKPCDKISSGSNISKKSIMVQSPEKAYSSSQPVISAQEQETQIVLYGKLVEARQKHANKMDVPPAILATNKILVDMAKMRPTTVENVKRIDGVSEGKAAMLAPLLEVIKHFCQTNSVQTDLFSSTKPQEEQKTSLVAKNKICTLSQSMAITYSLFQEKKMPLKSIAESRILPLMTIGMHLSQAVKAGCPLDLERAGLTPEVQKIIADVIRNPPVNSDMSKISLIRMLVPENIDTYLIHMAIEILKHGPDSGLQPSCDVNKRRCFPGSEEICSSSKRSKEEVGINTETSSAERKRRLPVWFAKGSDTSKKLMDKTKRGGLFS
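Fluorescence dequenching readout, ex 525 nm/em 598 nm, kinetic mode: forked duplex DNA (100 nM final) with adjacent fluorophore and quencher unwound by WRN (20 nM final) with 2 mM ATP. Compound preincubation 15 min, room temperature.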
MCF10A rereplic = induces DNA re-replication in MCF 10a normal breast cells. MCF 10A DNA re-replication, Hoechst nuclear intensity, 48 h. 350,000 compounds, 2.9% hits. Potency, µM (titrated, usually from 46.1 µM), inactives show at the top dose activity, positive = re-replication, most hits filed as activators; note: potency is the fitted concentration of half-maximal effect; % of control where 0% means no effect; nearly all actives have a fitted effect of over 50% in size
KB-3-1 tox = kills parental KB-3-1 adenocarcinoma cells; KB-3-1 viability, CellTiter-Glo ATP luminescence, 72 h; Potency, µM (series often up to 46.1 µM), for the others: at the highest dose activity change, negative = cytotoxic, hits mostly cytotoxic; 400,000 compounds, 1.4% hits; AID 1347075; note: potency is the fitted concentration of half-maximal effect; % is set by controls: 0 for no effect and ±100 for the full control effect; nearly all actives have a fitted effect of over 60% in size
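Viability of parental KB-3-1 cells, measured by CellTiter-Glo luminescence, followed a 72 h incubation at 37 °C with pinned compounds in phenol-red-free DMEM containing 10% FBS.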
SW480 rerep = inducers of DNA re-replication in SW480 colon cancer cells; Potency, µM (highest dose often 46.1 µM), inactives show at the top dose re-replication activation, most hits filed as activators; SW480 DNA re-replication, Hoechst DNA content imaging, 48 h; 340,000 compounds, 1.8% hits; note: potency is the fitted concentration of half-maximal effect; % of control where 0% means no effect; nearly all actives have a fitted effect of over 55% in size
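Image-based read-out: total Hoechst fluorescence of nuclei (405 nm excitation, 500-530 nm emission), with hits raising the fraction of high-intensity nuclei. SW480 colon cells incubated 48 hr with compounds at 37 C.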
IL1B secr inh = blocks inflammasome-driven IL-1 beta release. THP-1 LPS/ATP IL-1B secretion, AlphaLISA, 16 h; active compounds read low. activity change, % at 57.5 µM. 360,000 compounds, 4.7% hits. AID 743279; in the data active = activity change below about -50%; inconclusive = mostly about -30% to -49%; note: % is set by controls: 0 for no effect and ±100 for the full control effect
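Secreted IL-1B measured by AlphaLISA bead assay after 16 h compound exposure of THP-1 cells; compounds (final up to 57.5 uM) added 1 h before LPS (250 ng/mL) and ATP (1.25 mM) stimulation; lower signal means less secretion.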
* = called active by the depositor; ? = inconclusive; . = no result given; & = joins results of further samples; [ ] = remark or other dose. Unless noted, calls come from the whole dose curve; as a rule, active = well fitted curve in the direction sought with a large enough effect; inconclusive = small, poorly fitted or top-dose-only effect, or another doubt; inactive = no such curve, though single readings can be large; an effect the other way counts as inactive or inconclusive.

Below each compound – KB-V1 MDR tox	HT1080 IDH1KD tx	HT1080-NT tox	ATXN2 expr inh	WRN helicase inh	MCF10A rereplic	KB-3-1 tox	SW480 rerep	IL1B secr inh
Cc1nnc(NC(=O)/C=C/c2ccco2)s1
→ -5%	4%	5%	14%	-15%	4%	-3%	2%	1
CC(C)c1ccc(C(=O)NC(=S)Nc2ccc3[nH]c(=O)[nH]c3c2)cc1
→ 0%	-2%	-7%	-9%	6%	2%	-5%	16%	-20
Cc1ccc(S(=O)(=O)CC(=O)Nc2cccc(C)n2)cc1
→ -17%	15%	9%	3%	10%	-9%	-8%	-15%	-21
N#CCc1ccc(OC(=O)c2cccnc2Cl)cc1
→ 11%	16%	24%	30%[activator]	16%	11%	27%	5%	-7
CC1=C(C(=O)OC(C)C)C(c2cccnc2)n2ncnc2N1 (stereo not given)
→ 3%	1%	0%	3%	6%	-3%	8%	-11%	0
O=C(CCCN1C(=O)S/C(=C\c2ccccc2)C1=O)NNC(=O)c1ccccc1O
→ 5%	-2%	?	?	2%[57.1 µM]	?	0%	6%	29
O=C(CCCc1ccccc1)NC1CCSC1=O (stereo not given)
→ 7%	18%	1%	21%	2%	-1%	4%	-1%	27
Nc1cc(=O)nc(SCC(=O)Nc2ccccc2)n1-c1ccccc1
→ ?	5%	4%	-15%	1%	-38%[inhibitor]	20%	0%	3
COc1ccc(OC)c(NC(=O)c2ccc(NS(=O)(=O)c3c(C)noc3C)cc2)c1
→ -1%	-14%	-4%	-14%	-5%	8%	1%	-6%	-2
CCN(C(=O)CSc1nnc(-c2cccs2)n1CC)C1CCS(=O)(=O)C1 (stereo not given)
→ 18%	11%	?	7%	0%	2%	5%	-62%[inhibitor]	-6
CCC1(C)CC(c2csc(N)n2)CCO1 (stereo not given)
→ 9%	-3%	4%	3%	-9%	-1%	2%	-1%	-5
Cc1ccc(NC(=O)C(=O)c2ccc(C)cc2)cc1
→ -3%	0%	1%	72%[activator]	10%	3%	9%	1%	-13
O=C1CCNCCN1[C@H](CO)c1ccccc1
→ 1%&0%	6%	3%	-1%	2%	5%	0%&3%	0%	13
Cc1c(C(=O)NCCN2C(=O)S/C(=C\c3cccs3)C2=O)cccc1[N+](=O)[O-]
→ -22%	-12%	-10%	-4%	-27%[57.1 µM]	11%	20%	-2%	1
O=C(NCc1ccccc1)c1sc(=S)n2c1[nH]c(=O)c1ccccc12
→ 13%	1%	1%	4%	?	?	-5%	-2%	-4
O=C(C1CCCN(Cc2cccc(F)c2)C1)N1CCCCC1 (stereo not given)
→ -17%	0%	1%	1%	3%	124%[0.0737 µM]	0%	-4%	-2
COCc1c(C(=O)OCc2c(C)noc2C)oc2ccccc12
→ ?	10%	1%	2%	10%	-8%	1%	-12%	20
CC(=O)Nc1ccc(S(=O)(=O)NCCC(=O)N2CCc3ccccc32)cc1
→ 1%	11%	12%	-15%	4%	0%	18%	-4%	5
CCCn1nnnc1-c1cccc(Cl)c1
→ ?	5%	-5%	10%	9%	-3%	-7%	-5%	0
COC(=O)c1ccc(NC(=O)CCC(=O)c2ccc(F)cc2)cc1
→ 0%	-25%	?	-10%	-4%[57.1 µM]	0%	1%	-18%	-14
O=C(C[C@H]1C[C@H](C(=O)N2CCOCC2)[C@@]2(CCC3CCCC3)c3[nH]c4ccc(Cl)cc4c3CCN2C1=O)NCCc1ccccn1
→ 0%	4%	-2%	3%	6%	-2%	0%	-9%	-11
CC1CCCC(C)N1/N=C/c1ccc(N(C)C)cc1 (stereo not given)
→ 12%	10%	13%	7%	2%	1%	5%	-2%	-1
CC(=C/c1ccccc1)/C=N/N1CCN(Cc2ccc(C)cc2)CC1
→ ?	3%	10%	-10%	-2%	2%	7%	-7%	-15
Cc1nc2sc(-c3ccccc3)cc2c(=O)[nH]1
→ 16µM*	?	?	?	-6%	26µM*	?	?	24
CC1CCC(NC(=O)C(NS(=O)(=O)c2ccc(Br)cc2)C(C)C)CC1 (stereo not given)
→ -2%	1%	8%	.	-3%	.	3%	.	-10
Cc1c(C(=O)OCC(=O)N2CCC(C)CC2)oc2ccccc12
→ ?	12%	12%	23%	-7%	2%	25%	-6%	-15
COc1ccc2c(c1OC)CN(C)CCc1cc3c(cc1C(O)C2)OCO3 (stereo not given)
→ -1%	3%	8%	-3%	-22%	12%	5%	-3%	2
COc1ccc(C)cc1S(=O)(=O)N1CCc2ccccc2C1
→ -10%	-1%	-15%	4%	-2%[57.1 µM]	?	10%	13%	-19
CN(Cc1ccccc1F)C(=O)CN1CCN(S(=O)(=O)c2ccc3c(c2)OCCCO3)CC1
→ -20%	-3%	-3%	.	4%	15%	-15%	3%	-15
COC(=O)c1ccccc1COc1cccn2c(N(C)CC3CC3)c(C)nc12
→ 15µM*	?	?	-24%	0%[57.1 µM]	.	?	.	-13
COc1cccc(NC(=O)Cn2c3ccccc3c3nc4n(c(=O)c32)CCCS4)c1
→ -2%	-3%	1%	.	0%	0%	4%	-17%	-7
COc1ccc2c(c1)-c1c(sn(-c3ccc(OC)c(OC)c3)c1=S)C(C)(C)N2
→ -2%	18µM*	?	-21%	-1%[57.1 µM]	10%	-10%	16%	-2
COc1cc(C2C(C(=O)N3CCOCC3)=C(C)NC3=C2C(=O)CCC3)ccc1OC(C)=O (stereo not given)
→ -4%	8%	23%	-4%	-3%	?	-1%	?	5
COc1ccc(S(=O)(=O)Nc2cccc3c2O[C@H](CN(C)CC2CCCCC2)[C@@H](C)CN([C@H](C)CO)C3=O)cc1
→ -1%	7%	7%	4%	0%	2%	18%	0%	-1
CN(C(=O)c1cccc(NC(=O)Cc2ccc(NC(=O)C3CCN(C(=O)C4CCCCC4)CC3)cc2)c1)C1CCCCC1
→ 3%	?	-20%	-10%	5%	-35%[inhibitor]	?	12%	42
Cc1ccc(C(=O)C2=C(O)C(=O)N(CCCn3ccnc3)C2c2ccc(OC(C)C)cc2)o1 (stereo not given)
→ -13%	5%	4%	16%	-13%	7%	8%	-2%	-1
Cc1c(C(=O)Nc2ccc(C(=O)Nc3ccccc3)cc2)cccc1[N+](=O)[O-]
→ ?	-5%	0%	-15%	4%	17%	18%	-7%	-14
COc1ccccc1NC(=O)CC(=O)CSc1nnc(-c2ccc(C)cc2)n1C
→ ?	0%	3%	2%	-9%	-3%	-9%	-11%	1
COc1cc(C(=O)NCC(=O)N2CCN(S(=O)(=O)c3ccccc3)CC2)cc(OC)c1OC
→ 1%	2%	2%	-21%	-6%	-4%	-2%	-612%[inhibitor]	44
COC(CNc1nc(SC)nc2sc3c(c12)CCN(C)C3)OC
→ -7%	-4%	-1%	-11%	-1%	2%	-4%	-3%	6

Continued; it opens with the 7 that closed the last part.
Below each compound – KB-V1 MDR tox	HT1080 IDH1KD tx	HT1080-NT tox	ATXN2 expr inh	WRN helicase inh	MCF10A rereplic	KB-3-1 tox	SW480 rerep	IL1B secr inh
COc1ccc(S(=O)(=O)Nc2cccc3c2O[C@H](CN(C)CC2CCCCC2)[C@@H](C)CN([C@H](C)CO)C3=O)cc1
→ -1%	7%	7%	4%	0%	2%	18%	0%	-1
CN(C(=O)c1cccc(NC(=O)Cc2ccc(NC(=O)C3CCN(C(=O)C4CCCCC4)CC3)cc2)c1)C1CCCCC1
→ 3%	?	-20%	-10%	5%	-35%[inhibitor]	?	12%	42
Cc1ccc(C(=O)C2=C(O)C(=O)N(CCCn3ccnc3)C2c2ccc(OC(C)C)cc2)o1 (stereo not given)
→ -13%	5%	4%	16%	-13%	7%	8%	-2%	-1
Cc1c(C(=O)Nc2ccc(C(=O)Nc3ccccc3)cc2)cccc1[N+](=O)[O-]
→ ?	-5%	0%	-15%	4%	17%	18%	-7%	-14
COc1ccccc1NC(=O)CC(=O)CSc1nnc(-c2ccc(C)cc2)n1C
→ ?	0%	3%	2%	-9%	-3%	-9%	-11%	1
COc1cc(C(=O)NCC(=O)N2CCN(S(=O)(=O)c3ccccc3)CC2)cc(OC)c1OC
→ 1%	2%	2%	-21%	-6%	-4%	-2%	-612%[inhibitor]	44
COC(CNc1nc(SC)nc2sc3c(c12)CCN(C)C3)OC
→ -7%	-4%	-1%	-11%	-1%	2%	-4%	-3%	6
CC(=O)c1c(C)[nH]c(C(=O)COC(=O)COc2ccccc2)c1C
→ -13%	8%	10%	3%	0%	-4%	-3%	-3%	8
CCCOc1ccc(CN(CCO)CCO)cc1[N+](=O)[O-]
→ 17%	-4%	1%	6%	-1%	0%	7%	-4%	31
Cc1cc(C)cc(N2CN=c3s/c(=C\c4ccco4)c(=O)n3C2)c1
→ -18%	10%	9%	3%	-30%[57.1 µM]	-3%	-10%	-2%	-7
Cc1cc(C)c(C(=O)NCC2CCCO2)c(C)c1C(=O)NCC1CCCO1 (stereo not given)
→ -1%	-5%	10%	.	3%	1%	10%	-16%	5
Cc1ccc(C(=O)NC(C)C(c2cccs2)N2CCOCC2)cc1C (stereo not given)
→ -9%	-22%	-20%	.	6%	.	-7%	.	-9
CCN(CC(=O)Nc1ccc(NC(C)=O)cc1)C(=O)c1cc2ccccc2oc1=O
→ 2%	7%	8%	11%	-2%	-4%	0%	-12%	16
